# From PubChem BioAssay
# NCI-60 one-dose screen, 48 h, at 10 µM unless noted. Numbers give growth in % (100 = growth as untreated, 0 = no growth, -100 = all killed).
# CCRF-CEM: CCRF-CEM leukemia; actives 7% (n = 77,000); AID 1794778
# MOLT-4: MOLT-4 leukemia cells; actives 6.9% (n = 80,000)
# M14: M14 melanoma | AID 1794745 | actives 6.2% (n = 80,000)
# HOP-62: HOP-62 NSCLC; actives 3.9% (n = 80,000); AID 1794735
# A549/ATCC: A549/ATCC NSCLC | actives 3.7% (n = 81,000)
# HOP-92: HOP-92 NSCLC cells; actives 6.3% (n = 71,000); AID 1794738
# RPMI-8226: RPMI-8226 leukemia cells; actives 7.5% (n = 77,000)
# EKVX: EKVX NSCLC | actives 3% (n = 71,000) | AID 1794765
# * hit, by the source's call; . = no result given; & = joins results of further samples. The calls were made as follows: active = growth percent below 10; inactive = the rest. Random draw from the library, and some 13% of all compounds hit somewhere here.
SMILES,CCRF-CEM,MOLT-4,M14,HOP-62,A549/ATCC,HOP-92,RPMI-8226,EKVX
CCOC(=O)CCCCN1C(=O)S/C(=C\c2ccc(Cl)cc2)C1=O,110,106,100,103,100,.,100,101
CN1C(=O)C(C2=NNC(c3ccccc3C(=O)O)C2)C(=O)N(C)C1=O (centres undefined),96,94,103,98,99,.,.,102
COc1ccc2[nH]c(=O)c(CSc3ccccc3Nc3nccc(-c4ccc5c(c4)OCO5)n3)cc2c1,70,50,91,94,76,90,68,88
COc1ccc(-c2nnc(N3CCN(C(=O)CN4CCN(c5ccc(OC)cc5)CC4)CC3)nc2-c2ccc(OC)cc2)cc1,-51*,-54*,-17*,1.6*,59,-63*,-60*,42
Cc1nn2c(=O)c3c4c(sc3nc2n1-c1ccc(Cl)cc1)CN(C)CC4,.,97,92,.,73,.,.,87
COc1ccc2[nH]c(=O)c(CSc3nccc(-c4ccc5ccccc5c4)n3)cc2c1,71,60,100,93,80,60,62,67
CCOC1CCc2c(C)nc(N)nc2S1 (centres undefined),104,.,100,97,103,96,.,111
C#CCOc1ccc2ncnc(Nc3ccc(NC(=O)C=C)cc3)c2c1,-39*,-35*,-52*,79,80,-37*,-29*,2.4*
CCCCc1oc2ccc([N+](=O)[O-])cc2c1C(=O)c1ccc(C#Cc2ccc(CCC)cc2)cc1,98,88,96,103,98,.,89,95
O=c1[nH][nH]c(-c2ccccc2)c1-c1ccccc1,98,107,110,103,112,96,108,100
CC(C)(Cl)CCC1=C(Cl)C(=O)c2ccccc2C1=O,-34*,-16*,64,59,82,.,-29*,.
CCCCCCCC/C=C\CCCCCCCC(=O)OC,94,100,108,101,95,.,99,.
CCOC(=O)c1sc(Nc2ncccn2)nc1-c1ccccn1,46,73,82,92,84,97,92,.
c1ccc2c(c1)CN1CCCC3=C(c4cncnc4)c4ccccc4C321 (centres undefined),107,108,97,100,102,103,105,108
CNc1cc(N2CCC3(CC2)CN(c2cc(F)c(CN4CCC(C)(C)CC4)cc2F)CC(=O)N3)ncn1,95,94,76,73,98,64,91,68
CCOc1cc(OCC)cc(C(=O)Nc2cnc(Nc3ccc(N4CCOCC4)cc3)nc2Oc2ccc(OC)cc2)c1,74,62,107,107,88,97,74,84
S=C1SCN(Cc2cccs2)CN1Cc1cccs1,71,100,94,122,97,80,58,.
Cc1ccc2[nH]c(O)c(N=Nc3nc(-c4cc5ccccc5oc4=O)cs3)c2c1,101,106,88,38,116,18,102,83
CNS(=O)(=O)Oc1ccc(NC(=O)C2CCCC2)cc1,.,100,98,94,85,98,100,96
CC1(C)CC[C@]2(C#N)CC[C@]3(C)C(=CC[C@@H]4[C@@]5(C)CCC(=O)NC(C)(C)[C@@H]5CC[C@]43C)[C@@H]2C1,93,90,103,113,91,93,101,105
CC1=C(C(=O)OC(C)(C)C)C(c2ccc3c(c2)OCO3)NC(=S)N1 (centres undefined),97,108,103,99,99,87,81,97
COC(=O)/C=C1/Nc2ccc(Cl)cc2C(=O)NC1=O,96,101&96,94&97,96&112,100&89,101&101,96&103,96&91
O=C1CSC(c2cn(-c3ccccc3)nc2-c2ccc([N+](=O)[O-])cc2)N1c1ccccc1 (centres undefined),101,103,100,97,105,96,108,89
COc1ccc(/C=N/NC(=O)N2CCN(c3cc4c(cc3F)c(=O)c(C(=O)O)cn4C3CC3)CC2)cc1,103,125,111,112,105,108,108,93
C[C@@H]1[C@H]2C[C@@H](C[C@H]1NC(=O)c1cc(-c3ccccc3)on1)C2(C)C,103,98,97,96,96,104,97,79
# Other compounds follow.
SMILES,CCRF-CEM,MOLT-4,M14,HOP-62,A549/ATCC,HOP-92,RPMI-8226,EKVX
O=C(CSc1n[nH]c(-c2ccncc2)n1)c1ccccc1,105,100,106,97,101,99,93,94
Cc1cccc(-c2n[nH]c(=S)n2N2C(=O)CSC2=S)c1,95,99,100,103,100,114,94,96
O=C(c1ccccc1)N1c2ccccc2Sc2ccccc21,100,82,96,94,87,83,99,90
CN(C)CCc1[nH]c2ccccc2c1CC#N,80,105,99,97,112,92,96,108
CCCCCCC1=C(P(=O)(O)O)N[C@H](C(=O)OCC)CS1,92,98,91,100,101,84,99,99
O=C1OC2C=CC3CC2(O1)C1CCCC(=O)N1O3 (centres undefined),113,99,106,103,105,107,114,108
Nc1nnc(SCC(=O)NN2C(=O)NC3(CCCCC3)C2=O)s1,.,112,107,106,94,89,95,103
CC1=CC(C)(C)NC(=S)N1,99&97,108&90,107&107,93&98,123&117,82&125,108&101,108&114
COc1cc(/C=C/C(=O)NCC(=O)NN)cc(OC)c1OC,97,101,95,91,102,106,104,98
NS(=O)(=O)c1cccc([N+](=O)[O-])c1,103,87,101,99,104,76,86,98
CCCCCCCCCCCCCC[n+]1ccc(C)cc1,-35*,-37*,-73*,-39*,-30*,-50*,-30*,-36*
CCC(CC)NCCOC(=O)c1ccc([N+](=O)[O-])cc1,95,91,116,109,101,91,87,98
Oc1c(C=C2N=c3ccccc3=N2)sc(=S)n1N1CCOCC1,115,94,101,95,92,85,100,91
Cc1cc(N=C2NC(=O)S/C2=C\c2ccc(F)cc2)n[nH]1,9.4*,10,-31*,27,19,.,-15*,15
CC1SC(c2ccc(N(C)C)cc2)N(NC(=O)C(O)(c2ccccc2)c2ccccc2)C1=O (centres undefined),65,72,96,97,80,75,60,93
CCN1C(=O)N(CC)C2Nn3c(s/c(=C\c4ccc(Br)cc4)c3=O)=NC21 (centres undefined),99,101,96,87,104,82,101,93
NC(=O)c1ccc(O)cc1,101,107,99,112,88,110,96,114
COP(=O)(OC)C(c1ccccc1)(c1ccccc1)c1ccccc1,84,46,99,94,75,63,88,101
O=C1/C(=C/c2ccc(Br)cc2)SC(=Nc2ccccc2)N1Nc1ccccc1,52,39,69,87,71,.,57,74
CCCC1=NNC(=O)C1,100,97,104,99,96,91,100,.
COc1cc(Br)c(OC)cc1Br,116,98,91,93,96,97,96,76
COc1ccc(C(=O)c2cc3c(N)c(C(=O)Nc4cccc5ccccc45)sc3nc2C)cc1,8.0*,14,12,30,18,45,5.6*,36
Cc1ccc(C(C)O)cc1 (centres undefined),98,103,103,104,107,103,120,124
CCCCCCCCSc1nnc(-c2c(C)nc3ccc(C)cn23)o1,105,95,100,95,89,104,95,87
CCOC(=O)CCCCN1C(=O)S/C(=C\c2ccccc2)C1=O,115,111,95,106,113,82,102,100

# Single records, from the list above.
# Shown for `CCC(CC)NCCOC(=O)c1ccc([N+](=O)[O-])cc1` = CCRF-CEM = 95; MOLT-4 = 91; M14 = 116; HOP-62 = 109; A549/ATCC = 101; HOP-92 = 91; RPMI-8226 = 87; EKVX = 98
# Shown for `CN(C)CCc1[nH]c2ccccc2c1CC#N` = CCRF-CEM = 80; MOLT-4 = 105; M14 = 99; HOP-62 = 97; A549/ATCC = 112; HOP-92 = 92; RPMI-8226 = 96; EKVX = 108

# (next part)
SMILES,CCRF-CEM,MOLT-4,M14,HOP-62,A549/ATCC,HOP-92,RPMI-8226,EKVX
CCCOc1ccn2c(C(C)=O)cc(-c3ccccc3S(C)(=O)=O)c2c1,90,97,112,99,88,60,91,.
CC(O)(C(=O)O)c1cccc2ccccc12 (centres undefined),99,89,102,90,94,97,104,102
Cc1ccc(/C=C/C(=O)c2ccc(Nc3nc(NCCO)nc(Nc4ccc(Cl)cc4)n3)cc2)cc1,70,56,84,91,58,75,33,74
Cc1cc(Nc2ccc(C)c(C)c2)nc(N)n1,97,95,97,94,94,87,82,85
c1ccc2c(c1)NC1(CCCCC1)n1nccc1-2,91,89,93,82,101,71,93,.
CCCCn1cnc2c(SCCc3ccccc3)nc(N)nc21,94,89,112,97,100,53,92,97
CCOC(=O)C(Cc1ccccc1)n1c(O)c(/C=N/c2ncn[nH]2)sc1=S (centres undefined),90,84,92,91,91,.,103,93
O=c1nc2sc3nc4ccccc4cc3cc-2s1,127,120,100,104,117,125,128,48
Cc1c(Cl)ccc2c1N1OC(C2)C[C@H]1/C=C/c1ccccc1 (some centres undefined),87,77,105,108,96,.,81,69
Cc1ccc(N2CC(O)CSC2=Nc2ccccc2)cc1 (centres undefined),100,90,91,91,108,76,106,98
Cc1ccc(C(=O)CSc2nc(-c3ccc(Cl)cc3)c(C#N)c(=O)[nH]2)cc1,102,.,99,91,100,96,102,103
COC(=O)Nc1nc2ccc(C(=O)c3cccc(I)c3)cc2[nH]1,5.3*,19,1.4*,37,15,51,7.2*,30
CCOC(=O)Cc1cc(=O)[nH]n(-c2ccccc2)c1=O,101,89,117,104,102,103,.,103
COc1ccc(C2NC(=S)NC(C)=C2C(=O)OC(C)C)cc1OC (centres undefined),96,102,105,103,114,101,104,98
CCOc1ccc(/C=N/NC(=O)c2cccc3ccccc23)cc1OCC,84,88,123,.,97,69,84,99
C/C=C/C=N/N(C(=O)c1cc([N+](=O)[O-])cc([N+](=O)[O-])c1)C1=NC(c2ccccc2)C(c2ccccc2)=NN1 (centres undefined),95,92,100,.,87,93,94,101
Nc1no[n+]([O-])c1-c1nnc2c(n1)-c1ccccc1C2=O,35,5.5*,19,104,98,55,18,64
COC(=O)c1cn(CCc2c[nH]c3ccccc23)c(=O)c2ccccc12,61,57,59,76,70,107,78,.
Cc1ccc(-c2nnc(-c3cccc4ccccc34)o2)cc1,108,106,85,102,.,83,99,.
COc1ccc2c(c1)SC1=NC=C(C(=O)NNC(=O)c3ccncc3)[C@H](c3ccccn3)N12,65,77,45,72,69,67,81,57
CC[C@@H](CO)Nc1ccc2ncc(C#Cc3cncc(C(=O)Nc4ccc(CN5CCN(C)CC5)c(C(F)(F)F)c4)c3)n2n1,7.2*,3.4*,-92*,-72*,-35*,.,-34*,-10.0*
CCn1cc(-c2ccnc(NCCNS(=O)(=O)c3ccc(Br)cc3)c2)c(-c2cccc(O)c2)n1,94,78,100,117,95,94,60,107
CC(C)=CCC[C@](C)(OCCC#N)[C@H]1CC[C@]2(C)[C@@H]1CC[C@@H]1[C@@]3(C)CC[C@H](OCCC#N)C(C)(C)[C@@H]3CC[C@]12C,81,65,103,92,79,92,70,89
Cc1cc2c(cc1C)C(=O)C(Br)=C(N)C2=O,42,91,66,112,38,.,45,107
CC12CCC3C(CCC4CC(O)CCC43C)C1C/C(=C/O)C(=O)O2 (centres undefined),93,101,105,99,100,100,91,104
# (further entries)
SMILES,CCRF-CEM,MOLT-4,M14,HOP-62,A549/ATCC,HOP-92,RPMI-8226,EKVX
CCC(c1ccc(OC)cc1)C(CC)c1ccc(O)c(CN2CCCC2)c1 (centres undefined),20,1.7*,-47*,31,33,-35*,.,11
Cc1ccc(-c2c(-c3ccccc3)c(=O)oc3ccc(C)cc23)cc1,.,76,102,101,91,84,88,97
CCCCCCOP(=O)(OCCCCCC)C(CCCCCC)C(=O)OCCCC (centres undefined),.,79,92,99,89,.,90,.
COC1=C(Br)C(=O)C(OC)=C(Br)C1=O,-12*,26,105,111,102,153,101,105
O=C1/C(=C/c2ccc(OCCCc3ccccc3)cc2)Oc2cc(OCCN3CCCCC3)ccc21,75,63,67,94,89,49,61,80
COc1ccc(C2C3=C(COC3=O)N(CCO)c3cc(OC)c(OC)cc32)cc1OC (centres undefined),106,92,100,102,103,.,103,103
O=NN(CC(=O)N/N=C\c1cccc([N+](=O)[O-])c1)CC(=O)N/N=C/c1cccc([N+](=O)[O-])c1,104,76,93,93,81,91,.,101
Cc1cc(=O)[nH]c(=O)[nH]1,102,104,100,93,95,99,106,101
Cc1[nH]c(=O)[nH]c(=O)c1Cc1ccc(Cl)cc1,96,102,104,102,92,107,92,98
COc1ccc(C(=O)/C=C/c2ccc3c(c2)OC(F)(F)O3)cc1S(N)(=O)=O,108,109,110,115,99,130,96,102
CN(C)B(N(C)C)N(C)C,97,95,104,113,.,.,99,.
COC1CC(C)=Nc2nc(NN)nn21 (centres undefined),104,102,100,103,100,110,102,97
CC[C@H](C)[C@H]1NC(=O)[C@@H](N[C@](C)(O)[C@@H](N)CC(C)C)[C@@H](C)OC(=O)[C@H](Cc2ccc(OC)cc2)N(C)C(=O)[C@@H]2CCCN2C(=O)[C@H](CC(C)C)NC(=O)[C@@H](C)C(=O)[C@H](C(C)C)OC(=O)C[C@@H]1O,-19*,-25*,-75*,-31*,-23*,-14*,-33*,.
COc1cccc(OC)c1C(=O)N[C@@H]1C(=O)N2[C@@H]1SC(C)(C)[C@@H]2C(=O)O,100,95,98,103,105,45,102,104
O=[N+]([O-])c1ccc(Cn2c(-c3cscn3)nc3ccccc32)cc1,113,104,106,104,91,100,118,106
COc1ccc(NC(=O)NS(=O)(=O)c2ccc(N3N=C(c4cc5ccccc5oc4=O)CC3c3ccc(OC)c(OC)c3)cc2)cc1 (centres undefined),107,107,96,72,95,80,98,.

# Part of the list above, with bars between the fields:
canonical_smiles | CCRF-CEM | MOLT-4 | M14 | HOP-62 | A549/ATCC | HOP-92 | RPMI-8226 | EKVX
Cc1[nH]c(=O)[nH]c(=O)c1Cc1ccc(Cl)cc1 | 96 | 102 | 104 | 102 | 92 | 107 | 92 | 98
COc1ccc(C(=O)/C=C/c2ccc3c(c2)OC(F)(F)O3)cc1S(N)(=O)=O | 108 | 109 | 110 | 115 | 99 | 130 | 96 | 102
CN(C)B(N(C)C)N(C)C | 97 | 95 | 104 | 113 | . | . | 99 | .
COC1CC(C)=Nc2nc(NN)nn21 (centres undefined) | 104 | 102 | 100 | 103 | 100 | 110 | 102 | 97
CC[C@H](C)[C@H]1NC(=O)[C@@H](N[C@](C)(O)[C@@H](N)CC(C)C)[C@@H](C)OC(=O)[C@H](Cc2ccc(OC)cc2)N(C)C(=O)[C@@H]2CCCN2C(=O)[C@H](CC(C)C)NC(=O)[C@@H](C)C(=O)[C@H](C(C)C)OC(=O)C[C@@H]1O | -19* | -25* | -75* | -31* | -23* | -14* | -33* | .
COc1cccc(OC)c1C(=O)N[C@@H]1C(=O)N2[C@@H]1SC(C)(C)[C@@H]2C(=O)O | 100 | 95 | 98 | 103 | 105 | 45 | 102 | 104
O=[N+]([O-])c1ccc(Cn2c(-c3cscn3)nc3ccccc32)cc1 | 113 | 104 | 106 | 104 | 91 | 100 | 118 | 106
